Screens as filed in PubChem.
Tb PGK inh = qHTS Assay to Find Inhibitors of Phosphoglycerate Kinase | 0.043% of 380,000 active | Potency, µM (series often up to 57.5 µM), without a hit: at the top dose activity change, negative = inhibition, usual class: inhibitors | AID 602233, 2012 | Phosphoglycerate kinase, glycosomal (Trypanosoma brucei brucei), P07378 | PGK/GAPDH coupled, Kinase-Glo luminescence, 60 min; also: potency is read from the fitted curve at half-maximal effect; % is scaled to controls: 0 for no effect and ±100 for the full control effect; nearly all actives have a fitted effect of over 60% in size
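Recombinant glycosomal PGK reaction used 1,3-bisphosphoglycerate generated in-well by GAPDH (100nM final) in 100mM TEA pH 7.6, 5mM MgCl2, 0.01% Tween-20. After 60 minutes at room temperature, ATP was read by Kinase-Glo Plus luminescence end-point.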
GLS inh = qHTS for Inhibitors of Glutaminase (GLS) | 0.21% of 410,000 active | AID 624170, 2012 | GLS enzymatic activity, qHTS titration | Potency, µM (series often up to 45.5 µM), without a hit: at the highest dose activity change, negative = inhibition, hits mostly inhibitors | Glutaminase kidney isoform, mitochondrial (Homo sapiens), O94925; also: potency is read from the fitted curve at half-maximal effect; % is scaled to controls: 0 for no effect and ±100 for the full control effect
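Coupled fluorescence readout: glutamate oxidase/HRP/Amplex Red detect glutamate formed by hKGA from L-glutamine (1 mM solution added). Buffer 45 mM KH2PO4 pH 8.2, 0.02% Tween-20; reads at t0 and 30 min RT.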
Pin1 inh = qHTS Assay to Find Inhibitors of Pin1 | Pin1 FP peptide displacement, HiFluor488, 10 min | Peptidyl-prolyl cis-trans isomerase NIMA-interacting 1 (Homo sapiens), Q13526 | 0.009% of 390,000 active | Potency, µM (titrated, usually from 115 µM), for the others: at the highest dose activity, negative = inhibition, most hits filed as inhibitors | AID 504891, 2011; active = well fitted inhibition curve with a large enough effect in the polarisation, with a control signal flat, not every such curve was filed as active; inconclusive = small, poorly fitted or top-dose-only effect, or effect the other way, or a change in a side signal; inactive = no such curve, though single readings can be large or run the other way; the % refers to the polarisation; also: potency is read from the fitted curve at half-maximal effect; % is scaled to controls: 0 for no effect and ±100 for the full control effect
Target sequence (Q13526 whole entry, looked up): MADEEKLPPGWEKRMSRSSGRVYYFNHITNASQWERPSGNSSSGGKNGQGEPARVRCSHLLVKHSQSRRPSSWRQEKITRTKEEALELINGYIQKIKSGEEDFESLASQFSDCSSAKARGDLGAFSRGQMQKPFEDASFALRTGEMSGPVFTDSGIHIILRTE
G9a block = qHTS Assay for Inhibitors of Histone Lysine Methyltransferase G9a | Histone-lysine N-methyltransferase EHMT2 (Homo sapiens), Q96KQ7 | G9a H3K9 monomethylation, AlphaScreen, 2 h | Potency, µM (titrated, usually from 102 µM), without a hit: top-dose activity, negative = inhibition, most hits filed as inhibitors | 8.8% of 350,000 active; also: potency is read from the fitted curve at half-maximal effect; % is scaled to controls: 0 for no effect and ±100 for the full control effect; nearly all actives have a fitted effect of over 75% in size
Target sequence (Q96KQ7 913-1193 limits assumed): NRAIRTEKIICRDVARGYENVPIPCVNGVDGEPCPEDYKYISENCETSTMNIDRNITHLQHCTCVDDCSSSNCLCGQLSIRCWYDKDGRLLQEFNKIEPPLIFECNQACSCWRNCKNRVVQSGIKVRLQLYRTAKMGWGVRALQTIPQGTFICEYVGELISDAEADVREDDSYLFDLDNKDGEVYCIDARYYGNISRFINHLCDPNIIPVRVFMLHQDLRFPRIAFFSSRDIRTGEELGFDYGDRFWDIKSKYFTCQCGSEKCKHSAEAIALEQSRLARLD
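G9a (20 nM) preincubated 15 min RT with compounds, then 500 nM biotinylated H3K9 peptide and 20 uM SAM added; 2 h RT reaction. Monomethyl-H3K9 product detected by AlphaScreen with anti-H3K9me1 antibody, streptavidin donor and anti-rabbit IgG acceptor beads.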
BAZ2B inh = qHTS Assay for Inhibitors of BAZ2B. Bromodomain adjacent to zinc finger domain protein 2B (Homo sapiens), Q9UIF8. AlphaScreen BAZ2B-H3K14Ac peptide displacement. Potency, µM (top dose mostly 114 µM), for the others: at the top dose activity change, negative = inhibition, usual class: inhibitors. 4.4% of 360,000 active. AID 504333, 2011; also: potency is read from the fitted curve at half-maximal effect; % is scaled to controls: 0 for no effect and ±100 for the full control effect; nearly all actives have a fitted effect of over 60% in size
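Protein-peptide AlphaScreen: BAZ2B 50 nM, b-H3K14Ac 50 nM, 1x PBS pH 7.4 + 0.01% Tween-20. Preincubation 30 min RT; cpd 30 min RT (top 110 uM); beads 20 min RT, light-protected.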
PI4K2A inh = qHTS for small molecular inhibitors of PI4K2A. purified PI4K2A, ADP-Glo luminescence, 1 h; stronger effect = lower value. activity change, negative = inhibition, % at 76.9 µM. 0.13% of 420,000 active. AID 1346378, 2018; in the data active = activity change below about -50%; inconclusive = mostly about -30% to -49%;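 also: -100% = wells without enzyme as full effect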
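In this quantitative HTS, ADP production by PI4K2A was quantified luminescently after 1 h at ambient temperature; 100 microM adenosine served as plate-quality control.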
HP1b binding inh = HTS for Inhibitors of HP1-beta Chromodomain Interactions with Methylated Histone Tails. Chromobox protein homolog 1 (Homo sapiens), P83916. 0.56% of 390,000 active. AlphaScreen HP1-beta / biotin-H3K9me3 peptide binding. Potency, µM (highest dose often 114 µM), for the others: at the top dose activity change, negative = inhibition, hits mostly inhibitors; also: potency is read from the fitted curve at half-maximal effect; nearly all actives have a fitted effect of over 70% in size; inactives centre near 23
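Compound inhibition of the preformed complex between 50 nM HP1-beta and 50 nM biotinylated H3K9me3 peptide was read by AlphaScreen. Buffer was PBS pH 7.4 with 0.01% Tween-20. Incubations ran 30 min at room temperature, with 10 ug/mL donor/acceptor beads.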
JMJD2A Tudor = qHTS Assay for Inhibitors of JMJD2A-Tudor Domain. Potency, µM (titrated, usually from 114 µM), without a hit: at the top dose activity change, negative = inhibition, most hits filed as inhibitors. 4.4% of 390,000 active. AlphaScreen JMJD2A-Tudor / H3K4me3 peptide binding. Lysine-specific demethylase 4A (Homo sapiens), O75164; also: potency is read from the fitted curve at half-maximal effect; % is scaled to controls: 0 for no effect and ±100 for the full control effect; nearly all actives have a fitted effect of over 50% in size
ERG Ets-DNA blk = qHTS for Small Molecule Inhibitors of the ERG Ets/DNA interaction; Transcriptional regulator ERG (Homo sapiens), P11308; fluorescence polarization, His-ERG Ets domain / labelled DNA; Potency, µM (top dose mostly 76.9 µM), without a hit: top-dose FP activity, negative = inhibition, actives largely listed as inhibitors; 0.028% of 370,000 active; AID 624246, 2012; active = well fitted inhibition curve with a large enough effect in the polarisation, with a control signal flat; inconclusive = small, poorly fitted or top-dose-only effect, or effect the other way, or a change in a side signal; inactive = no such curve, though single readings can be large or run the other way; the % refers to the polarisation;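 also: polarization taken with two DNA probes labelled with fluorescein and Texas red; potency is read from the fitted curve at half-maximal effect; % of control where 0% means no effect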
Target sequence (P11308 whole entry, looked up, the tested form may be a part): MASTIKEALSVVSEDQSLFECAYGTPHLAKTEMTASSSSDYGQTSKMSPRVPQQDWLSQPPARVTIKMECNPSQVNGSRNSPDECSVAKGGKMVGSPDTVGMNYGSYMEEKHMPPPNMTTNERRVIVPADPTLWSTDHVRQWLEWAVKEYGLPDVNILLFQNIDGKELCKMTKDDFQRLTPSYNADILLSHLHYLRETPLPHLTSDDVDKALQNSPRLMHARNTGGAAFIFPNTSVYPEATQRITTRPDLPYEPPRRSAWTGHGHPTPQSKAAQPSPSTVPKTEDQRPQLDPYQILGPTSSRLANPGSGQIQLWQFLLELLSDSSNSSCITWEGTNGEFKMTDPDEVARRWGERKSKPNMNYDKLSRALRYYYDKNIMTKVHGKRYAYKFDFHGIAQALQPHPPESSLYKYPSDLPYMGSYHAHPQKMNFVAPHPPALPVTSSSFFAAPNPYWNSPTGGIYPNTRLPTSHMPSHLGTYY
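His-tagged ERG Ets domain (1 uM in the protein solution; 300mM KCl, 50mM Tris-HCl, 1mM EDTA, 1mM DTT, pH 7.5) received compound, then a probe mix of 5 nM fluorescein-DNA and 100nM Texas-615-DNA. Fluorescence polarization was read for both dyes.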
The depositor's hits bear a star; i = inactive; ? = inconclusive; nt = not tested or not shown; & = joins results of further samples; [ ] = another dose, or the depositor's remark. Unless noted, calls follow the shape of the dose curve; as a rule, active = well fitted curve in the direction sought with a large enough effect; inconclusive = small, poorly fitted or top-dose-only effect, or another doubt; inactive = no such curve, though single readings can be large; an effect the other way counts as inactive or inconclusive.

SMILES	Tb PGK inh	GLS inh	Pin1 inh	G9a block	BAZ2B inh	PI4K2A inh	HP1b binding inh	JMJD2A Tudor	ERG Ets-DNA blk
CC(C)C(=O)Nc1nnc2n1CCS2	-9%	-10%	-3%	?	2%	-2	3%[57 µM]	32µM*	-3%
O=C1CN(C(=O)COC(=O)CNS(=O)(=O)c2ccccc2)c2ccccc2N1	-2%	1%	-11%	11%	5%	2	7%	3%	6%
COc1ccc(-n2c(SCC(=O)N3CCc4ccccc43)nnc2-c2c[nH]c3ccccc23)cc1	-1%	11%	3%	7%	4%	-2	40%[activator]	-5%	-1%
COCCn1c(SCC(=O)Nc2ccc(Br)cc2)nc2c([nH]c3ccccc32)c1=O	-4%	-13%	-3%	11%[59 µM]	6%	5	27%[57 µM]	-8%	-7%
COC(=O)c1ccc(NC(=O)c2ccc(NC(=O)C3CCCO3)cc2)cc1 (stereo unspecified)	-8%	0%	3%	1%	-1%	-3	22%	-8%	12%
C/C(=N\NC(=O)C1CC1)c1ccc(C(C)(C)C)cc1	5%	0%	-2%	nt	-4%	-5	30%	-20%	3%
O=C(COc1ccccc1Cl)N1CCN(c2ccccn2)CC1	-6%	-14%	4%	?	6%	1	34%	3%	-1%
Cc1ccnc(Nc2nc(-c3sc(C)nc3C)cs2)c1	2%	9%	1%	nt	nt	-2	?	79µM*	12%
CC(=O)N1CC=C2C(C#N)=C(N)C(C#N)(C#N)C(CCc3ccccc3)C2C1 (stereo unspecified)	-8%	3%	?	?	?	?	0%	-10%[57.1 µM]	6%
CCCCOC(=O)/C(=C/c1cn(C)c2ccccc12)NC(=O)c1ccc(OC)cc1	8%	57%[activator]	-1%	4%	-2%	4	35%	9%	5%

The list goes on (two carried over from the part before).
SMILES	Tb PGK inh	GLS inh	Pin1 inh	G9a block	BAZ2B inh	PI4K2A inh	HP1b binding inh	JMJD2A Tudor	ERG Ets-DNA blk
CC(=O)N1CC=C2C(C#N)=C(N)C(C#N)(C#N)C(CCc3ccccc3)C2C1 (stereo unspecified)	-8%	3%	?	?	?	?	0%	-10%[57.1 µM]	6%
CCCCOC(=O)/C(=C/c1cn(C)c2ccccc12)NC(=O)c1ccc(OC)cc1	8%	57%[activator]	-1%	4%	-2%	4	35%	9%	5%
CCCCCN(C(=O)CCC(=O)OCC(=O)N1CCCCC1CC)c1c(N)n(CCCC)c(=O)[nH]c1=O (stereo unspecified)	-5%	-8%	-2%	nt	nt	7	28%	-1%	-3%
CCc1c(C)nc(N)n2c(SCC(=O)Nc3ccccc3)nnc12	-9%	-2%	0%	2%[12.7 µM]	-1%	0	0%	-18%	-3%
CN(Cc1ccccc1)CC(O)COc1ccc(CNCCCOc2cccnc2)cc1 (stereo unspecified)	i	2%	-1%	-2%	-13%	-3	38%	-29%	11%
COc1cc(CN2CCNC(=O)C2CC(=O)N(C)CCCN2CCOCC2)cc(OC)c1 (stereo unspecified)	0%	-12%	?	?	-15%	4	56%[activator]	0%	2%
COC(=O)c1c(NC(=O)CN2C(=O)C(=O)N(CC(C)C)C2=O)sc2c1CCCCC2	4%	4%	22%	5%[59 µM]	-38%	1	-18%	-27%	-3%
COc1ccccc1-c1n[nH]c2c1[C@H](C)CC[C@H]2C(C)C	6%	5%	3%	6%[0.0925 µM]	?	0	28%	-17%	-4%
CSc1nc2ccc(NC(=O)c3ccc(Cl)s3)cc2s1	5%	4%	0%	8%	-17%	-3	32%	-6%	4%
O=C(Nc1ccc(S(=O)(=O)N2CCOCC2)cc1)c1c(F)cccc1F	12%	-1%	-2%	35µM*	-34%	-1	8%	-1%	-4%
CCC(C)NC(=O)CSc1nc2ccccc2c(=O)n1Cc1ccc(OC)cc1 (stereo unspecified)	-8%	2%	3%	-4%[0.501 µM]	?	2	27%	-10%	-4%
CCC1Nc2ncnc(N3CCOCC3)c2N(Cc2ccc(Br)cc2)C1=O (stereo unspecified)	-9%	-5%&17%	3%	nt	nt	6&0	53%[activator]	-7%	3%
Cc1ccn2c(=O)cc(C)nc2c1	1%	5%	-4%	-29%	-13%	4	15%	-10%	-1%
COc1ccc(CC(=O)OCCN(C)C)cc1	-10%	-2%	-1%	?	3%	4	48%	13%	-9%
COc1cccc(OCC(=O)N(C)Cc2nc(-c3cccc(C)c3)no2)c1	-3%	-14%	0%	24%[59 µM]	-6%	-1	55%[activator]	2%	-7%
COc1ccc(/C=C/c2ccncc2)c2ccccc12	nt	-4%	8%	-29%[59 µM]	-8%	-2	13%	-35%	nt
O=C(Nc1ccnn1C1CCN(C/C=C/c2ccccc2)CC1)c1ccccc1	-8%	5%	-12%	-7%	-18%	0	6%	-24%	-10%
CCN(CC)S(=O)(=O)N1CCC(C(=O)NC2CCCc3ccccc32)CC1 (stereo unspecified)	0%	2%	6%	-17%[59 µM]	33%[activator]	3	50%[activator]	-12%	-2%
N/C(=N\OC(=O)CSc1ccccc1)c1ccncc1	-5%	9%	-10%	nt	0%	-2	50%[activator]	1%	-1%
Cn1c(=O)n(C)c2cc(NS(=O)(=O)c3ccc(Br)cc3)c(NCc3ccccc3)cc21	2%	45%[activator]	-3%	?	-28%	-3	-1%	?	0%
O=C1c2ccccc2NC(c2cccc([N+](=O)[O-])c2)N1O (stereo unspecified)	nt	6%	-4%	38%[0.501 µM]	?	-6	29%	-13%	2%
CNC(=O)c1ccc(-c2sc3nc(N4CCOCC4)c4c(c3c2N)CC(C)(C)OC4)o1	-11%	13%	6%	7%[0.501 µM]	?	-4	39%[activator]	-3%	3%
Cc1cc(=O)[nH]c(Nc2cccc(Cl)c2C)n1	-7%	-1%	-3%	-14%	-4%	-7	52%[activator]	4%	-4%
COc1ccc(NC(=O)Nc2ccccc2C(=O)N2CCCC2)cc1	1%	7%	5%	-25%[59 µM]	?	-6	33%	3%	7%
O=C1/C(=C\c2ccc(-c3ccccc3Cl)o2)SC(=S)N1CC1CCCO1 (stereo unspecified)	-1%	-16%	13%	?	?	-8	?	?	2%
COc1ccc(C(=O)N/C(=C\c2cn(S(=O)(=O)N(C)C)c3ccccc23)C(=O)N2CCN(C)CC2)cc1	-7%	1%	-1%	-2%	-5%	-5	-7%	?	-7%
Cc1cc(Cl)ccc1NC(=O)CN1C(=O)C(=O)c2ccccc21	7%	4%	-3%	6%[59 µM]	-1%	12	18%	-8%	-1%
CC(=O)c1ccc(NC(=O)CSc2nnc(-c3ccoc3C)n2Cc2ccccc2)cc1	-7%	9%	10%	9%[12.7 µM]	?	9	7%	-32%	-3%
Cc1cccn2c(=O)c3cc(S(=O)(=O)c4ccccc4)c(=N)n(Cc4ccco4)c3nc12	7%	8%	?	-46%	-24%	2	24%	-6%	8%
Cc1ccc(OCC(=O)N/N=C/c2cn(Cc3ccccc3)c3ccccc23)cc1	nt	0%	24%	18%[59 µM]	-5%	-4	36%	?	0%
COc1ccc(C(=O)Nc2cc(-c3cccc(C)c3)nn2-c2ccccc2)cc1	8%	-10%	6%	2%[59 µM]	5%	3	12%[57 µM]	-8%	8%
Clc1cc(Br)ccc1OCCN1CCOCC1	7%	12%	3%	10µM*	?	4	?	0.79µM*	-2%
COCCn1c(C)cc(C(=O)COC(=O)CNC(=O)c2ccccc2)c1C	-2%	2%	-4%	-2%[59 µM]	-34%	1	10%	-15%	-2%
Cc1c(CC(=O)NCC(=O)NCC(=O)O)c(=O)oc2cc3c(cc12)CCC(C)(C)O3	i	-7%	6%	6%	8%	-4	39%[activator]	-15%	15%
O=c1cc(N2CCc3ccccc3C2)[nH]c(=O)n1-c1ccc(Cl)cc1	i	0%	?	8%	-2%	-4	16%	-9%	-4%
CCc1nnc(NC(=O)CSc2nnc(-c3ccoc3C)n2-c2ccc(C)cc2)s1	-9%	7%	10%	-46%[12.7 µM]	?	0	3%	?	4%
COc1cccc2cc(C(=O)NCc3ccc(F)cc3)c(=N)oc12	i	3%	0%	nt	-1%	-1	53%[activator]	6%	-3%
O=C(Cn1cccn1)c1ccccc1	-6%	19%	1%	-1%	-3%	-2	39%	-1%	0%
CC(C)(C)NC(=O)CN(Cc1cccnc1)C(=O)c1csnn1	4%	nt	1%	?	-5%	-3	30%	5%	-1%
COc1ccc(-c2c[n+]3c(n2-c2ccccc2)SCC3)cc1OC	-5%	-5%	0%	3%	-13%	3	27%	10%	2%
O=C(CCCCl)NC1=NN(c2ccccc2)C(=O)C1	-5%	23%	-10%	4%[59 µM]	?	-7	19%	-18%	nt
Fc1ccc(Sc2ccccc2CNC2=NCCN2)cc1	i	-9%	-15%	6.3µM*	-5%	2	10%	-14%	-8%
